Assay outcomes as filed in PubChem BioAssay.
Rat MKP-3 inhibitors: MKP-3 phosphatase inhibitors, primary screen, biochemical, rat enzyme, in vitro (AID 425); Dual specificity protein phosphatase 6 (Rattus norvegicus); recombinant MKP-3 phosphatase activity, fluorescence; higher % means a stronger effect; inhibition, % at 20 µM, or IC50 in µM where a hit was titrated; 110,000 tested, 0.17% active; in the data active = inhibition above about 50%;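 also: plate controls were vehicle for no effect and reference inhibitor for full effect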
Hsp70 inhibitors: Hsp70 inhibitors, probe displacement, primary screen, biochemical, fluorescence polarization (AID 583). Hsp70 fluorescence polarization probe displacement, mP; higher % means a stronger effect. Heat shock 70 kDa protein 1A (Homo sapiens). displacement, % at 20 µM; hits with a dose series show IC50 in µM. 140,000 tested, 0.06% active; in the data active = displacement above about 50%;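 also: plate controls were vehicle for no effect and reference ligand for full effect; a part of the inactive calls stands beside numbers as strong as those of hits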
The depositor's hits bear a star; . = not tested or not shown; & = joins results of further samples.

The opening 2 compounds, ahead of the listing:
SMILES	Rat MKP-3 inhibitors	Hsp70 inhibitors
Cc1c(Cl)cccc1N(CC(=O)NC1CCCCC1)S(C)(=O)=O	4.3%	5.0%
COC(=O)C1=[N+]([O-])OC(C(=O)OC)C1c1c[nH]c2ccccc12 (centres undefined)	0.9%	4.4%

All compounds of this part, from the first entry:
SMILES	Rat MKP-3 inhibitors	Hsp70 inhibitors
Cc1c(Cl)cccc1N(CC(=O)NC1CCCCC1)S(C)(=O)=O	4.3%	5.0%
COC(=O)C1=[N+]([O-])OC(C(=O)OC)C1c1c[nH]c2ccccc12 (centres undefined)	0.9%	4.4%
CCCCC(=O)NN(C)c1nc(-c2ccccc2)nnc1C(F)(F)F	.	-4.9%
O=C(CNS(=O)(=O)c1cccs1)N1CCN(c2ccccn2)CC1	-0.6%	3.9%
CC(=O)c1c(C)[nH]c(C(=O)OCC(=O)Nc2cc(C)on2)c1C	4.5%	2.0%
CCOC(=O)C1=C(N)OC2=C(C(=O)CC(C)(C)C2)C1c1cccnc1 (centres undefined)	-4.3%	5.7%
O=C(Nc1ccccc1Cl)Nc1cccc2cccnc12	0.0%	0.2%
CC(C)(CO)Nc1nc(Nc2ccccc2)nc(Nc2ccccc2)n1	.	1.5%
O=C(Oc1ccc2c(c1)OCO2)c1ccncc1	-3.3%	6.8%
C=CCSc1nc2sc3c(c2c(=O)n1CCc1ccccc1)CC(C)(C)OC3	6.7%	3.5%
CC(C)(C)C1CCc2c(sc(NC(=O)c3ccncc3)c2C#N)C1 (centres undefined)	0.5%	9.8%
O=C(CSC1CC(=O)N(c2ccc(C(=O)O)cc2)C1=O)Nc1ccc(Cl)cc1 (centres undefined)	-0.5%	-0.1%
COc1ccc(CCNC(=O)Cn2c(=O)cnc3ccccc32)cc1	-14.2%	-0.3%
Cc1cc(C=C2C(=O)NC(=S)NC2=O)c(C)n1-c1ccc(N2CCOCC2)cc1	0.9%	4.9%
OCCn1c(SC2CCCCC2)nc2ccccc21	-14.1%	-6.1%
O=C1NCCN1Cc1ccccc1F	4.0%	0.3%
Cc1ccccc1NC(=O)Nc1ccccc1C(=O)NCc1ccccc1	.	0.1%
Nc1cccc2nc3ccccc3cc12	.	-0.2%
COc1cccc(C2C(C(=O)OC3CCCC3)=C(C)NC3=C2C(=O)CC(C)(C)C3)c1 (centres undefined)	-1.6%	-1.1%
COC(=O)c1cc(C(=O)Nc2ccc(Br)cc2F)cc([N+](=O)[O-])c1	3.0%	-0.9%

Sorted by molecular weight (ascending): some entries from above.
SMILES	Rat MKP-3 inhibitors	Hsp70 inhibitors
COC(=O)C1=[N+]([O-])OC(C(=O)OC)C1c1c[nH]c2ccccc12 (centres undefined)	0.9%	4.4%
CC(=O)c1c(C)[nH]c(C(=O)OCC(=O)Nc2cc(C)on2)c1C	4.5%	2.0%
CCCCC(=O)NN(C)c1nc(-c2ccccc2)nnc1C(F)(F)F	.	-4.9%
Cc1c(Cl)cccc1N(CC(=O)NC1CCCCC1)S(C)(=O)=O	4.3%	5.0%

Reformatted: entries from further up
> C=CCSc1nc2sc3c(c2c(=O)n1CCc1ccccc1)CC(C)(C)OC3
  Rat MKP-3 inhibitors = 6.7%
  Hsp70 inhibitors = 3.5%

> CC(C)(C)C1CCc2c(sc(NC(=O)c3ccncc3)c2C#N)C1 (centres undefined)
  Rat MKP-3 inhibitors = 0.5%
  Hsp70 inhibitors = 9.8%

Carrying on.
SMILES	Rat MKP-3 inhibitors	Hsp70 inhibitors
O=C(NCc1nnc(SC/C=C/c2ccccc2)o1)c1ccco1	3.0%	.
Cc1onc(-c2ccccc2)c1C(=O)Nc1ccc2c(C)cc(=O)oc2c1	-2.0%	35.6%
O=C(Cn1c(=O)oc2cc(S(=O)(=O)N3CCc4ccccc43)ccc21)NC1CCCC1	-0.3%	7.9%
COc1ccc(N2CCN(c3ccc(N)cc3C#N)CC2)cc1	9.4%	-0.6%
CCOC(=O)C1CCN(S(=O)(=O)c2c(C)n[nH]c2C)CC1	-0.9%	1.6%
COC(=O)CN1C(=O)Nc2ccc(Br)cc2C1c1ccccc1Cl (centres undefined)	3.1%	-2.3%&-0.1%
NS(=O)(=O)c1cccc(C(=O)Nc2ccc([N+](=O)[O-])cc2)c1	1.3%	-5.6%
Cc1ccc(C)c(NC(=O)CCN2CC(C)OC(C)C2)c1 (centres undefined)	1.9%	-0.8%
CC(C)OC(=O)C(C(=O)C(F)(F)F)c1cc(NS(=O)(=O)c2ccc(Cl)cc2)ccc1O (centres undefined)	-5.2%	4.5%
ON=Cc1cccn1-c1ccccc1	-13.6%	-5.3%
CC(=O)NC(Cc1ccc(F)cc1)C(=O)N1CCN(C(=O)NCc2ccccc2)CC1 (centres undefined)	0.7%	-0.3%
COc1ccc(-c2nnc(-c3cc(OC)c(OC)c(OC)c3)o2)cc1OC	.	-5.6%
Cc1cc(C)n(C(=O)c2cc(-c3ccccc3)nc3ccccc23)n1	4.2%	-7.9%
CCCCC(=O)Nc1nnc(-c2ccc(OC)cc2)s1	.	0.4%
COc1ccc(Cc2nc3ccc(S(=O)(=O)N4CCOCC4)cc3[nH]2)cc1	.	-1.5%
Nc1nonc1-n1nnc(CN2CCCCCC2)c1CN1CCCCCC1	-1.6%	-0.3%
CC(C)OCCCNc1ncc2c(n1)CC(c1ccc(N(C)C)cc1)CC2=O (centres undefined)	-4.8%	1.6%
OC1(c2ccc(F)cc2)CCN(Cc2ccccc2)C1 (centres undefined)	-8.6%	-0.8%
CNC(=O)CSc1nnnn1-c1cc(C)ccc1C	.	3.3%
O=C1NC2(CCCCC2)N=C1c1ccc(F)cc1	-0.3%	5.3%
COc1ccc(/C=N/NC(=O)Cn2cnc3ccccc32)c(OC)c1OC	1.6%	2.0%
CCOC(=O)/C(C(N)=NCc1ccco1)=C(/O)c1ccccc1	4.2%	4.8%
O=C(O)/C=C/c1ccc(O)c(O)c1	-0.9%	0.6%
COc1ccc(/C(C)=N/N=C2/NC(=O)C(CC(=O)Nc3cccc([N+](=O)[O-])c3)S2)cc1 (centres undefined)	2.3%	1.8%
NC(=O)COC(=O)c1cc(S(=O)(=O)N2CCOCC2)ccc1N1CCCCC1	-5.2%	21.2%
COc1ccc(CC(=O)Nc2ccc(S(=O)(=O)Nc3cc(C)on3)cc2)cc1	.	5.5%
Cc1cccc(CC2SC(=Nc3ccc(Cl)cc3)NC2=O)c1 (centres undefined)	-0.8%	1.3%
Cn1c(=O)cc(Nc2ccc(Cl)cc2)[nH]c1=O	3.5%	2.6%
COc1cc(C(=O)O)ccc1OC(C)=O	5.1%	5.4%
Cc1cc(N2CC(C(=O)O)CC2=O)ccc1Br (centres undefined)	-3.2%	5.4%
COc1nc(-c2ccccc2)cc(-c2ccc(OC)c(OC)c2)n1	5.2%&-0.7%	-5.5%&6.3%
O=C(NCCNc1ccc(Cl)cc1[N+](=O)[O-])c1cccc2ccccc12	3.5%	-3.2%
COCCCNC(=O)COc1ccc(C)cc1Br	-0.5%	5.0%
CCCCNCCOCCOc1ccc(F)cc1	-5.7%	1.2%
Cc1ccc(-c2nn(C)c(=O)c3ccccc23)cc1S(=O)(=O)NCCO	-5.0%	4.2%
CN(C)CCNc1nc(-c2ccccc2)c2c(c1C#N)CC(C)(C)OC2	.	4.5%
COC(=O)Cn1ncc2c3ccccc3n(Cc3ccccc3)c2c1=O	.	-4.1%
Cc1cccc(N2CCN(C(=S)c3ccc(-c4ccc(Cl)cc4Cl)o3)CC2)c1	0.9%	-2.3%
Cn1cccc1Cc1nnc(SCC(=O)Nc2ccccc2)n1-c1ccc(F)cc1	6.2%	-1.0%
Cc1ccccc1CNC(=O)c1ccccc1C(=O)O	.	5.9%

3 entries from above, with each value named.
Cn1cccc1Cc1nnc(SCC(=O)Nc2ccccc2)n1-c1ccc(F)cc1
- Rat MKP-3 inhibitors = 6.2%
- Hsp70 inhibitors = -1.0%

Cc1cccc(CC2SC(=Nc3ccc(Cl)cc3)NC2=O)c1 (centres undefined)
- Rat MKP-3 inhibitors = -0.8%
- Hsp70 inhibitors = 1.3%

Cc1ccccc1CNC(=O)c1ccccc1C(=O)O
- Rat MKP-3 inhibitors = .
- Hsp70 inhibitors = 5.9%

The list continues.
SMILES	Rat MKP-3 inhibitors	Hsp70 inhibitors
Cc1nn(C)c(C)c1/C=N/O	.	-8.4%
CCN(CCNC(=O)CCCn1nc(C)n2c(cc3sccc32)c1=O)c1ccccc1	-12.7%	10.9%
COc1ccc2nc3c(cc2c1)c(NC(=O)c1cccs1)nn3CC(C)C	-1.4%	1.4%
N#CCOc1ccccc1/C=C/c1[nH]c(=O)[nH]c(=O)c1[N+](=O)[O-]	1.8%	4.2%
Cc1ccc(S(=O)(=O)Nc2nc(O)c(C3=c4cc(Cl)ccc4=NC3=O)s2)cc1	4.6%	-1.8%
CN(c1ccc(C(=O)NC2CC2)cc1)S(=O)(=O)c1ccccc1	-0.7%	0.5%
Cc1cccc(-c2nnc(NC(=O)Nc3ccccc3)s2)c1	6.0%	-4.3%
CCOC(=O)CNC(=O)CSc1nc(N(C)C)nc(N2CCOCC2)n1	-6.0%	6.7%
N#C/C(=C/c1ccc(-c2ccc3c(c2)C(=O)NC3=O)o1)C(N)=O	3.2%	0.4%
CC(=O)c1cccc(NC(=O)NC(C)c2ccncc2)c1 (centres undefined)	2.1%	1.6%
O=C(Cn1nnc2ccccc2c1=O)Nc1cc(C(F)(F)F)ccc1N1CCOCC1	-19.9%	-6.7%
O=C(Cc1cccc2ccccc12)Nc1ccccc1C(=O)O	.	1.9%
O=[N+]([O-])c1ccc(NS(=O)(=O)c2cccs2)cc1	0.2%	-2.1%
CC1(C)CC(=O)C(C=NC2CC(C)(C)NC(C)(C)C2)=C(O)C1	-6.0%	.
c1ccc(-n2ncc3c2ncn2nc(-c4ccco4)nc32)cc1	-11.2%	-8.2%
Cc1ccnc(NC(=O)C2CCN(S(=O)(=O)c3cccc4nsnc34)CC2)c1	4.1%	7.9%
O=C(O)CCC(=O)N(Cc1ccco1)c1nc(-c2ccccc2)cs1	-14.3%	-0.7%
CCCCCCCCOc1ccc(C2OC34CCCCC3C(C#N)(C#N)C2(C#N)C(=N)O4)cc1 (centres undefined)	.	3.9%
Cc1sc2nc(-c3ccc(OC(C)C)cc3)[nH]c(=O)c2c1C	6.2%	-0.5%
O=C(/C=C/c1ccc([N+](=O)[O-])cc1)N1CCc2ccccc2C1	1.2%	2.5%
CCN1C(=O)/C(=C2/C=CC=CN2C)OC1=S	-9.5%	3.3%
Cc1sc2ncn3ncnc3c2c1C	-11.9%	3.9%
Cc1ccc(S(=O)(=O)N2CCN(S(=O)(=O)N3CCOCC3)CC2)cc1	.	-3.8%
CCC(C)c1ccc(NC(=S)NCc2cccs2)cc1 (centres undefined)	.	-3.7%
Cc1ccc2nsnc2c1NC(=O)c1ccc2c(c1)OCCO2	-5.6%	3.6%&-0.7%
Cn1nnnc1SCC(=O)Nc1ccccn1	.	6.1%
COc1ccc(C2C(=O)N(C3CCCCC3)CC(=O)N2C2CCCC2)cc1 (centres undefined)	-7.1%	3.1%
O=C(c1n[nH]c(=O)c2ccccc12)N1CCN(C2c3ccccc3-c3ccccc32)CC1	-3.2%	.
O=C(OCC(=O)N1CCN(C(=O)c2ccco2)CC1)c1cn(-c2ccccc2)nc1-c1ccccc1	-1.1%	-1.1%
N=c1c(C(=O)NCc2ccc3c(c2)OCO3)cc2c(=O)n3ccccc3nc2n1Cc1cccnc1	15.9%	-2.8%
CCOc1ccc2nc(NC(=O)c3ccoc3C)sc2c1	-13.9%	-2.5%
Cc1ccc(C(=O)N/C(=C\c2cccs2)C(=O)NCC(C)C)cc1	0.3%	4.3%
CCOC(=O)c1sc(NC(=O)c2cc([N+](=O)[O-])ccc2Cl)c(C(=O)OCC)c1C	4.9%	-1.9%
Cc1ccc(C(=O)Nc2ccc(S(=O)(=O)N3CCc4ccccc4C3)cc2)o1	-4.4%	1.4%
COc1ccccc1N1CCN(C(=O)/C=C/c2ccccc2)CC1	.	0.4%
COc1ccc(C(N)=O)cc1N	-10.6%	1.6%
COC(=O)c1cccc(NC(=O)Cn2cnc3c2c(=O)n(C)c(=O)n3C)c1	2.3%	-6.6%
COc1cc(OC)cc(C(=O)Nc2ccc(-c3ccc(NC(=O)c4cc(OC)cc(OC)c4)c(OC)c3)cc2OC)c1	4.0%	2.0%
O=C(/C=C/Nc1ccc(F)c(Cl)c1)c1ccco1	-12.8%	6.1%
COc1ccccc1-c1cc(C(=O)Nc2c(F)cc(F)cc2Br)no1	-6.9%	2.7%
Cn1c(=O)c2c(nc(SCc3cc4c(cc3Cl)OCO4)n2C)n(C)c1=O	-10.3%	-3.6%
CCCS(=O)(=O)c1cn2cccc(N)c2c1S(=O)(=O)CCC	2.8%	4.4%
C=CCNC(=O)c1c(NC(=O)c2ccccc2C)sc2c1CCCCC2	3.7%	3.6%
CCOc1ccc(-c2cc(C)n3nc(C(N)=O)cc3n2)cc1	5.4%	-4.3%&-3.4%
Cc1ccc2c(c1)c1c(n2CC(O)CNC(CO)(CO)CO)CCCC1 (centres undefined)	5.3%	13.4%
CCC(C#CCN(CC)CC)OC(C)=O (centres undefined)	-0.1%	4.4%
O=S(=O)(Nc1ccc(OCc2ccccc2)cc1)c1ccc2ccccc2c1	2.6%	1.8%
CCNC(=O)C1COc2ccccc2O1 (centres undefined)	-0.9%	2.4%
COc1ccc(NCc2cc3cc(OC)ccc3[nH]c2=O)cc1	0.6%	7.4%
Cc1cccn2c(=O)c3cc(C(=O)NCc4ccccc4)c(=N)n(CCCN4CCOCC4)c3nc12	1.6%	2.5%
Cc1nnc(SCc2cc(=O)[nH]c(Nc3nc(C)c4ccccc4n3)n2)s1	-12.3%	3.5%
CCOC(=O)c1c(=O)n(O)c2ccc(OC)cc2[n+]1[O-]	.	49.5%
O=C(Nc1ccc2c(c1)OCCO2)C(Sc1ccccc1)c1ccccc1 (centres undefined)	3.9%	-0.8%

The list is partial; rates above refer to the full screens.
